Assay outcomes from PubChem.
AmpC no deterg: inhibitors of E. coli AmpC beta-lactamase without detergent | P00811 | AmpC nitrocefin hydrolysis, absorbance 480 nm, 0.0001% Triton | Potency, µM (titrated, usually from 57.1 µM), for the others: at the highest dose activity change, negative = inhibition, hits mostly inhibitors | 330,000 tested, 0.52% active;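 further: potency means the concentration at half of the fitted maximal effect; plate controls were no compound for no effect and no enzyme for full effect; nearly all actives have a fitted effect of over 20% in size; some results filed as inactive show a strong effect at the top dose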
Target sequence (P00811 whole entry, looked up): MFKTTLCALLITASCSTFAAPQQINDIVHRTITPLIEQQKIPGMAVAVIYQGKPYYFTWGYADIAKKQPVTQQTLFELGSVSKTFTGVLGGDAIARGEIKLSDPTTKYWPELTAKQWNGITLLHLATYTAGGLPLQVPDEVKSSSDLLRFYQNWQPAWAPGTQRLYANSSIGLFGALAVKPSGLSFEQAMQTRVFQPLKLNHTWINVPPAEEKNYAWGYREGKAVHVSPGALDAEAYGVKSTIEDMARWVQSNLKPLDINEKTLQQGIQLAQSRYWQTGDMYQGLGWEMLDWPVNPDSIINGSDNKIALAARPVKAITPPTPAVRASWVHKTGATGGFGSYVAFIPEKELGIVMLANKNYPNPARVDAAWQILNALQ
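20 mM phosphate pH 7.0 + 0.01% (detergent screen) or 0.0001% Triton X-100; 5.3 nM AmpC reagent; cpd preinc 15 min RT; nitrocefin (800 uM stock) to start; A480 q20 s × 4 min; Activity was normalised to no-enzyme and no-compound control wells.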
HCV inhibitor: blocks hepatitis C virus; Huh7.5.1 HCVcc-Cre infection, luciferase reporter, 44 h; Potency, µM (series often up to 41.8 µM), for inactives: at the top dose activity change, negative = inhibition, actives largely listed as inhibitors; 340,000 tested, 3.4% active; AID 651820; further: potency means the concentration at half of the fitted maximal effect
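Whole-lifecycle infectious HCVcc-Cre system; cells 1,000/well, compound then virus (~0.5 moi) added 4 h after plating, 44 h culture. Luciferase read 15 sec following 15 min substrate incubation, room temp.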
HCMV inh: blocks human cytomegalovirus replication; HFF cells, HCMV-luciferase reporter, 72 h; hits give low values; activity change, negative = inhibition, % at 57.5 µM; 410,000 tested, 4.5% active; AID 1259415; in the data active means activity change below about -60%; inconclusive means no clear call, values can overlap the other calls; inactive means above about -39%
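Screen run at 2 compound doses on HFFs infected with reporter HCMV, MOI 1 PFU/cell. Luciferase activity from cell lysates at 72 h post infection gave inhibition relative to buffer-only and Salinomycin wells.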
AMA1 RON2 block: AMA1-RON2 (P. falciparum) interaction inhibition | AlphaScreen AMA1-biotinylated RON2 peptide binding | Potency, µM (series often up to 58.2 µM), for inactives: top-dose activity change, negative = inhibition, actives largely listed as inhibitors | 360,000 tested, 0.2% active;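 further: potency means the concentration at half of the fitted maximal effect; 0% = vehicle wells and -100% = peptide control; nearly all actives have a fitted effect of over 45% in size; some results filed as inactive show a strong effect at the top dose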
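AMA1 (3D7) with his tag at 25 nM final met compounds first, then biotinylated RON2 peptide at 25 nM; detection used donor plus acceptor beads, 10 µg/mL apiece, read by AlphaScreen after 30 min at room temperature.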
LmPK inhibitor: blocks Leishmania mexicana pyruvate kinase activity. AID 1721. purified LmPK, Kinase-Glo ATP luminescence, 1 h. 290,000 tested, 0.37% active. Potency, µM (series often up to 57.5 µM), without a hit: top-dose activity change, negative = inhibition, usual class: inhibitors. Q27686; further: potency means the concentration at half of the fitted maximal effect
Target sequence (Q27686 whole entry, looked up): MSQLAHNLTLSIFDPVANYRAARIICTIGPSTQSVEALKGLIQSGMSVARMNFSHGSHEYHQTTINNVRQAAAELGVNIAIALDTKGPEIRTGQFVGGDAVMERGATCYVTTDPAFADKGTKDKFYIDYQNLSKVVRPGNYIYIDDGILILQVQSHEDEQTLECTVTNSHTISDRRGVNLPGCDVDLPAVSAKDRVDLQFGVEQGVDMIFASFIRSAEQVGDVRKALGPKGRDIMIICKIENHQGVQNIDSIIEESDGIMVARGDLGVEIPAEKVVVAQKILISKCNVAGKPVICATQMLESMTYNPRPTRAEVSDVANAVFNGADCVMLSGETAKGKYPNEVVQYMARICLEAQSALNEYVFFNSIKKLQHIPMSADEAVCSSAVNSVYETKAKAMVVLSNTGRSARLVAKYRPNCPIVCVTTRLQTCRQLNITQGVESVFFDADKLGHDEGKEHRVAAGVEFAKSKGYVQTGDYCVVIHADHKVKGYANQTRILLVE
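Pyruvate kinase activity monitored as ATP production (luciferase luminescence). Conditions: 0.1 nM enzyme, 0.5 mM PEP, 0.1 mM ADP, 1 h, RT; normalized against uninhibited and no-enzyme wells.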
TbPYK inhibitor: blocks Trypanosoma brucei pyruvate kinase. 410,000 tested, 0.12% active. TbPYK enzyme, Kinase-Glo Plus ATP luminescence, 45 min. Q57TT1. Potency, µM (series often up to 76.8 µM), inactives show at the top dose activity, negative = inhibition, most hits filed as inhibitors; further: potency means the concentration at half of the fitted maximal effect; nearly all actives have a fitted effect of over 50% in size
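In this concentration-response screen, enzyme-free wells defined baseline while DMSO plates tracked drift. Each reaction combined TbPYK, substrate, compound and 130 uM ADP for 45 min at room temperature. Kinase-Glo Plus luminescence gave the signal.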
AmpC detergent: inhibitors of E. coli AmpC beta-lactamase with detergent | AmpC hydrolysis of nitrocefin, absorbance 480 nm, 0.01% Triton | 370,000 tested, 0.041% active | Potency, µM (titrated, usually from 114 µM), for inactives: at the top dose activity change, negative = inhibition, actives largely listed as inhibitors | P00811;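 further: potency means the concentration at half of the fitted maximal effect; 0% = no-compound wells and -100% = no-enzyme wells; nearly all actives have a fitted effect of over 25% in size; some results filed as inactive show a strong effect at the top dose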
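AmpC (5.3 nM in the dispensed reagent) in 20 mM phosphate pH 7.0 with 0.01% (detergent screen) or 0.0001% Triton X-100 was preincubated with compounds for 15 min at room temperature. Nitrocefin was then added from an 800 uM solution, and hydrolysis was followed at 480 nm.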
* = called active by the depositor; ? = inconclusive; · = no result given; & = joins results of further samples; [ ] = another dose, or the depositor's remark. Unless noted, the call rests on the fitted dose curve; in most records, active means well fitted curve in the direction sought with a large enough effect; inconclusive means small, poorly fitted or top-dose-only effect, or another doubt; inactive means no such curve, though single readings can be large; an effect the other way counts as inactive or inconclusive. Unless noted, on the % scale 0 is the no-effect control and ±100 the full control effect. Hits appear at their usual frequency, and some 7.5% of all compounds hit somewhere here.

1. CCC(=O)N1COC[C@@H]1Cc1ccccc1
2. O=C(Nc1ccc(F)c(Cl)c1)N1CC=C(c2c[nH]c3ccccc23)CC1
3. COc1ccc(S(=O)(=O)NCc2ccccn2)cc1NC(=O)c1ccccc1F
4. CN(C)S(=O)(=O)c1ccc(C(=O)N2CCN(S(=O)(=O)c3cccs3)CC2)cc1
5. COc1ccc(NC(=O)Nc2ccc(N3CCCC3=O)cc2)cc1OC
6. CC(=O)NC(C)c1cc(Cl)c2cccnc2c1O (stereo not drawn)
7. CC(=O)Nc1ccc2nc(NC(=O)c3cccs3)sc2c1
8. COc1ccc(CNC(=O)Cn2nnc(-c3ccc(S(C)(=O)=O)cc3)n2)cc1
Assay by compound	1	2	3	4	5	6	7	8
AMA1 RON2 block	13%	·	8%	0%	1%	·	-2%	·
HCMV inh	4	0	67	-26	35	-96*	93	21
AmpC detergent	-11%	7%	-8%	-8%	?	-2%&0%	0%	-2%
HCV inhibitor	11%	·	?	10%	1%	·	-12%	·
LmPK inhibitor	0%	·	8%	3%	-2%	·	?	·
TbPYK inhibitor	3%	4%[15.4 µM]	6%	4%	10%	1%	-11%	-9%
AmpC no deterg	-2%	·	25%	-13%	-23%	-12%&-10%	-32%	·

9. C/C(=N\NC(=O)Cc1ccc(Cl)cc1)c1ccccn1
10. NS(=O)(=O)c1ccc(CNC(=S)NC2CCCCC2)cc1
11. O=C(NC1CCCCC1)c1cc2cc(Br)ccc2o1
12. CCn1c(C2CCN(Cc3ccccc3)CC2)n[nH]c1=S
13. C[C@H](CO)N1C[C@H](C)[C@@H](CN(C)C(=O)Nc2ccccc2)Oc2ccc(NS(=O)(=O)c3ccc(F)cc3)cc2C1=O
14. Cc1ccc(CCNC(=O)CCCn2nc(C)c3c(C)n(-c4ccccc4)nc3c2=O)cc1
15. NC(=O)CC(NC(=O)Cc1ccc(Br)cc1)c1ccc(N2CCC(Cc3ccccc3)CC2)c([N+](=O)[O-])c1 (stereo not drawn)
16. CC(C)(C)C(=O)Cn1c(=O)n(-c2ccc(Cl)c(Cl)c2)c(=O)c2c3c(sc21)CCCC3
Assay by compound	9	10	11	12	13	14	15	16
AMA1 RON2 block	-24%	0%	6%	5%	-12%	·	7%	·
HCMV inh	-99*	-14	?	-33	-23	-11	-15	14
AmpC detergent	-7%	-3%	-8%	2%	·	?	7%	2%
HCV inhibitor	7.1µM*	23%	-26%	22%	2%	·	-1%	·
LmPK inhibitor	-2%	8%	0%	-6%	·	·	8%	·
TbPYK inhibitor	1%	-2%	1%	-13%	-4%	-6%	3%	1%
AmpC no deterg	-14%	-13%	-41%	-31%	50%	·	32%	·

17. Cc1ncsc1CCC(=O)N1CCCC(C(=O)c2cccc(Cl)c2)C1 (stereo not drawn)
18. CN(CCOc1ccccc1)C(=O)C1CCC(=O)N(CCCN2CCCC2=O)C1 (stereo not drawn)
19. COc1ccc(NC(=O)c2cnc(SC)nc2)cc1
20. CCCn1c(Sc2nnnn2-c2ccccc2)n[nH]c1=O
21. COC(=O)C1C(=O)NCC1c1ccc(C)cc1 (stereo not drawn)
22. COc1ccccc1/C=C/CN1CCC(CO)(Cc2ccccc2)CC1
23. COc1cccc(Nc2ccc(C(=O)O)cc2N)c1
24. COc1cc(OC)c(NC(=O)Cc2c(C(=O)O)c(C)cn2C)cc1Cl
Assay by compound	17	18	19	20	21	22	23	24
AMA1 RON2 block	-14%	6%	3%	0%	2%	9%	-8%	·
HCMV inh	-38	-12	93	-106*	-4	-38	45	1
AmpC detergent	-7%	?	6%	-11%	3%	4%	-8%	-1%
HCV inhibitor	?	13%	-13%	1%	28%	?	-2%	·
LmPK inhibitor	2%	-9%	-2%	0%	1%	-3%	0%	·
TbPYK inhibitor	3%	-9%	0%	-2%	1%	-9%	-10%	-3%
AmpC no deterg	38%	6%	-7%	-10%	-11%	44%	0%	·

25. COC(=O)[C@@]1(C)[C@H]2C(=O)N(Cc3ccccc3)C(=O)[C@H]2[C@H]2CN=C(SCc3ccc(Cl)cc3)N21
26. CC1=NN(c2nc3ccccc3s2)C(O)(C(F)(F)F)C1 (stereo not drawn)
27. CCSc1nnc(NC(=O)CC(C)C)s1
28. COC(=O)c1cc(NC(=O)CCc2c(C)nc3nc(C)nn3c2C)cc(C(=O)OC)c1
29. Cc1cccc(C)c1NC(=O)CSCc1cnn(-c2ccccc2)c1-n1cccc1
30. CN(CC(=O)N(CCO)Cc1ccccc1)S(=O)(=O)c1ccc2c(c1)c(=O)n(C)c(=O)n2C
31. CC1=C(C(N)=O)C(c2cccc(C)c2)n2nc(-c3cccc(C)c3)nc2N1 (stereo not drawn)
32. CC(=O)Nc1cccc(C(=O)OCC(=O)Nc2ccc(Cl)cn2)c1
Assay by compound	25	26	27	28	29	30	31	32
AMA1 RON2 block	3%	35%[activator]	-3%	·	·	8%	·	-10%
HCMV inh	-4	20	11	0	-32	-6	62	4
AmpC detergent	·	1%	2%	-11%	-5%	0%	3%	-11%
HCV inhibitor	4%	9%	0%	·	·	29%	·	11%
LmPK inhibitor	·	1%	-6%	·	·	1%	·	·
TbPYK inhibitor	-5%	0%	1%	-1%	0%	-3%	-2%	10%
AmpC no deterg	54%	-30%	-6%	·	·	39%	·	-18%

4 structures out of the list, ordered by SMILES length, rising:
6. CC(=O)NC(C)c1cc(Cl)c2cccnc2c1O (stereo not drawn)
10. NS(=O)(=O)c1ccc(CNC(=S)NC2CCCCC2)cc1
3. COc1ccc(S(=O)(=O)NCc2ccccn2)cc1NC(=O)c1ccccc1F
4. CN(C)S(=O)(=O)c1ccc(C(=O)N2CCN(S(=O)(=O)c3cccs3)CC2)cc1
Assay by compound	6	10	3	4
AMA1 RON2 block	·	0%	8%	0%
HCMV inh	-96*	-14	67	-26
AmpC detergent	-2%&0%	-3%	-8%	-8%
HCV inhibitor	·	23%	?	10%
LmPK inhibitor	·	8%	8%	3%
TbPYK inhibitor	1%	-2%	6%	4%
AmpC no deterg	-12%&-10%	-13%	25%	-13%

Next section
33. Cn1c(=O)c2ccccc2n(CC(=O)NC2CCCCC2)c1=O
34. Cc1ccc(CCNC(=O)C(C)n2nc(C)c3c(C)n(-c4ccc(C)cc4)nc3c2=O)cc1 (stereo not drawn)
35. Clc1ccccc1C(c1nnnn1Cc1ccco1)N1CCN(Cc2ccco2)CC1 (stereo not drawn)
36. CC(=O)Nc1ccc(CN(C)c2c(C)nc3ccc(C(=O)NCCCn4ccnc4)cn23)cc1
37. Cc1cc2c(=O)oc(-c3ccccc3Br)nc2s1
38. O=[N+]([O-])c1cc(C(F)(F)F)ccc1NC1CCN(Cc2ccccc2)C1 (stereo not drawn)
39. CCOc1ccc(NS(=O)(=O)c2ccc3[nH]cc(C(=O)NCCOC)c(=O)c3c2)cc1
40. O=C(O/N=C1\CCCc2ccccc21)c1ccc(F)cc1
Assay by compound	33	34	35	36	37	38	39	40
AMA1 RON2 block	0%	·	8%	-26%	-19%	-26%	-2%	42%[activator]
HCMV inh	-16	-62*	18	7	-37	20	88&-4	6
AmpC detergent	-6%	?	-20%	·	-9%	5%	-1%&4%	?
HCV inhibitor	0%	·	-6%	·	6%	1%	-1%	6%
LmPK inhibitor	2%	·	-5%	·	0%	-12%	2%	-29%
TbPYK inhibitor	-10%	4%	5%	-5%	10%	6%	-2%&-4%	-8%
AmpC no deterg	-1%	·	42%	·	-17%	67%[activator]	-21%	-17%

41. CCc1cccc(NC(=O)Cn2c(=O)ccc3cc(S(=O)(=O)N4CCC(C)CC4)ccc32)c1
42. O=C(CSc1nc2[nH]ncc2c(=O)n1-c1ccccc1Br)NCc1ccco1
43. CC1(C(=O)O)CCN1C(=O)c1ccccc1F (stereo not drawn)
44. Cc1cc2nc(-c3ccc(F)cc3)c(Cc3cccc(Cl)c3)n2c(C)c1Br
45. CCOc1ccc(CC(=O)Nc2c(C(=O)Nc3ccccc3)oc3ccccc23)cc1OCC
46. CC1(C)Cc2[nH]c(=S)c(C#N)cc2CO1
47. COc1cc(OC)c(/C=N/NC(=O)c2ccncc2)cc1Br
48. Cc1ccc(S(=O)(=O)NC(=NC(C)C(=O)O)c2ccccc2)cc1 (stereo not drawn)
Assay by compound	41	42	43	44	45	46	47	48
AMA1 RON2 block	·	0%	6%	0%	-5%	88%[activator]	5%	0%
HCMV inh	13	8	-1	32	-35	21	-6	-32
AmpC detergent	7%	6%	·	·	?	-5%	-10%	-17%
HCV inhibitor	·	14%	·	·	-10%	-3%	7%	15%
LmPK inhibitor	·	1%	·	·	1%	26%	-3%	-4%
TbPYK inhibitor	1%	-13%	9%	-5%	-3%	?	-3%	-6%
AmpC no deterg	·	-14%	·	·	-13%	-6%	-28%	-19%

49. COc1cc2c(cc1Cl)C(=O)C(F)(c1ccccc1)C(=O)N2 (stereo not drawn)
50. Cc1oc2cc(O)ccc2c(=O)c1-c1cnn(-c2ccccc2)c1
51. COCC(=O)N(C)C[C@H]1Oc2cc(C#Cc3cccnc3)ccc2S(=O)(=O)N([C@H](C)CO)C[C@H]1C
52. Cc1ccc2c(c1C)NC(C)CC2C (stereo not drawn)
53. O=C1CC(c2nc3ccccc3[nH]2)CN1Cc1ccccc1 (stereo not drawn)
54. CCn1c(SCC(=O)c2ccc(O)c(O)c2)nnc1-c1ccc(C)cc1
55. N#Cc1c(/N=C/c2ccc(Br)s2)sc2c1CCC2
56. CCOC(=O)C1CCN(C(=O)CN(c2ccc3c(c2)OCCO3)S(C)(=O)=O)CC1
57. O=C(COC(=O)c1ccc(Cl)c(S(=O)(=O)N2CCOCC2)c1)NCc1ccco1
58. COc1ccc(C(=O)c2c(N)c(-c3nc(-c4ccc5c(c4)OCO5)cs3)c3ccccn23)cc1
Assay by compound	49	50	51	52	53	54	55	56	57	58
AMA1 RON2 block	-11%	7%	3%	-7%	0%	14%	6%	0%	0%	·
HCMV inh	33	17	10	13	111	-1	20	-5	-24	27
AmpC detergent	1%	-3%	·	-1%	?	?	-14%	?	?	17%
HCV inhibitor	14%	-27%	·	3%	8%	?	0%	8%	9%	·
LmPK inhibitor	-8%	-1%	·	0%	1%	5%	5%	5%	·	·
TbPYK inhibitor	-1%	-12%	-6%	3%	5%	-14%	-7%	-7%	-6%	1%
AmpC no deterg	-45%	-36%	·	-40%	-3%	-46%	-14%	3%	-3%	·
